Source: PubChem
TSG101-PTAP inh: qHTS Assay for Iinhibitors of HIV-1 Budding by Blocking the Interaction of PTAP/TSG101; Tumor susceptibility gene 101 protein (Homo sapiens), Q99816; Fluorescence polarization, FITC-PTAP peptide / Tsg101 binding; Potency, µM (titrated, usually from 115 µM), for the others: at the highest dose activity change, negative = inhibition, actives largely listed as inhibitors; 340,000 tested, under 10 active; active means well fitted inhibition curve with a large enough effect in the main read-out, with a control signal flat, not every such curve was filed as active; inconclusive means small, poorly fitted or top-dose-only effect, or effect the other way, or a change in a side signal; inactive means no such curve, though single readings can be large or run the other way; further: potency means the concentration at half of the fitted maximal effect; % of control where 0% means no effect
Target sequence (Q99816 whole entry, looked up): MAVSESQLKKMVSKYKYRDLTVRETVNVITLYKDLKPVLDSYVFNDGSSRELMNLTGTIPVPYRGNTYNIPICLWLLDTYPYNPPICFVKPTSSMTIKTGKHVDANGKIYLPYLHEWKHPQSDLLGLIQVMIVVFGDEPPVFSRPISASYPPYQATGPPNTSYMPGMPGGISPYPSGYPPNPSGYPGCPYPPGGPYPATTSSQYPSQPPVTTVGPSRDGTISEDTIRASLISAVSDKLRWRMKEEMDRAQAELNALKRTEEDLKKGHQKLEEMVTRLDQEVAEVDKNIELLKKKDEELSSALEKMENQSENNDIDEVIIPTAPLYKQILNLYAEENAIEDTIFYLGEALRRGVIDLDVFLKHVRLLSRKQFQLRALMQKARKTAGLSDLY
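Fluorescence polarization binding of Tsg101 binding domain (10 uM final) to FITC-labeled PTAP peptide (50 nM final) in HEPES pH 7.5 buffer with NaCl, Tween 20, EDTA, TCEP. Compounds added before peptide; binding 20 min at RT.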
BRCA1 expr act: qHTS Assay to Identify Small Molecule Activators of BRCA1 Expression | MCF7-BRCA1-FFLuc reporter, luminescence, 48 h; response scale: scaled: vehicle 0%, 10 µM genistein 100% | Potency, µM (doses to about 46.1 µM), inactives show top-dose activation, most hits filed as activators | 380,000 compounds, 1.1% hits | AID 624202, 2012; further: potency means the concentration at half of the fitted maximal effect; nearly all actives have a fitted effect of over 80% in size; some results filed as inactive show a strong effect at the top dose
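Luminescence from a BRCA1-driven firefly luciferase in MCF7 cells was the read-out, taken 15 min after substrate addition following 48 h compound exposure at 37 °C. Data were normalized to a 10 microM genistein control and DMSO vehicle.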
A-T KAP1 phos: qHTS Assay for Identifying a Potential Treatment of Ataxia-Telangiectasia; […] A-T fibroblasts, KAP-1 phosphorylation AlphaLISA; neocarzinostatin DNA damage 30 min before lysis; Potency, µM (titrated, usually from 57.5 µM), for inactives: at the highest dose activation, hits mostly activators; 320,000 compounds, 0.19% hits; further: potency means the concentration at half of the fitted maximal effect; % of control where 0% means no effect; nearly all actives have a fitted effect of over 45% in size
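hTERT-immortalized A-T patient fibroblasts ([…]), 500 cells/well in OPTI-MEM, 1% FBS, got compounds for 60 min, then NCS for 30 min at 37C. Lysates were then assayed for phospho-KAP-1 by AlphaLISA (anti-pKAP1 donor, anti-KAP1 acceptor beads), 6 hr at 25C.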
p53 reactivator: qHTS assay for re-activators of p53 using a Luc reporter; H1299 p53-A138V BP100-luciferase reporter, luminescence, 24 h; 320,000 compounds, 0.063% hits; Potency, µM (series often up to 92.2 µM), without a hit: at the top dose activity change, positive = activation, most hits filed as activators; further: potency means the concentration at half of the fitted maximal effect; % of control where 0% means no effect; nearly all actives have a fitted effect of over 45% in size
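p53-null H1299 cells stably carrying temperature-sensitive p53-A138V and a BP100-luciferase reporter were pinned with compounds (4-point, 1:5 series) and held 24 hrs at 37 deg C. Luminescence was read 10 min after detection reagent.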
Integrin act MD: qHTS for Activators of Integrin-Mediated Alleviation for Muscular Dystrophy; 350,000 compounds, 0.064% hits; alpha7betagal myoblasts, beta-gal FDG fluorescence, 48 h; Potency, µM (doses to about 38.3 µM), inactives show top-dose activation, usual class: activators; AID 624291, 2012;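 further: potency means the concentration at half of the fitted maximal effect; 100% = response of the positive control SU9516; nearly all actives have a fitted effect of over 60% in size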
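Alpha7betagal+/- myoblasts (passage 13) were plated 16-24 hr, then exposed to compounds (1:260 dilution of DMSO stock) for 48 hours at 37C. After MPER lysis, β-galactosidase reporter activity was read as FDG fluorescence (ex 480/em 540) after 30 minutes.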
B2AR arrestin: qHTS assay of beta-arrestin-biased ligands of beta2-adrenergic receptor; Beta-2 adrenergic receptor (Homo sapiens), P07550; beta-arrestin recruitment to beta2AR, cell-based reporter; Potency, µM (titrated, usually from 46.1 µM), for the others: at the top dose activation, most hits filed as activators; 330,000 compounds, 0.02% hits;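 further: potency means the concentration at half of the fitted maximal effect; 0% = DMSO controls and full agonism = EC100 isoproterenol or metaproterenol; nearly all actives have a fitted effect of over 65% in size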
Target sequence (P07550 whole entry, looked up): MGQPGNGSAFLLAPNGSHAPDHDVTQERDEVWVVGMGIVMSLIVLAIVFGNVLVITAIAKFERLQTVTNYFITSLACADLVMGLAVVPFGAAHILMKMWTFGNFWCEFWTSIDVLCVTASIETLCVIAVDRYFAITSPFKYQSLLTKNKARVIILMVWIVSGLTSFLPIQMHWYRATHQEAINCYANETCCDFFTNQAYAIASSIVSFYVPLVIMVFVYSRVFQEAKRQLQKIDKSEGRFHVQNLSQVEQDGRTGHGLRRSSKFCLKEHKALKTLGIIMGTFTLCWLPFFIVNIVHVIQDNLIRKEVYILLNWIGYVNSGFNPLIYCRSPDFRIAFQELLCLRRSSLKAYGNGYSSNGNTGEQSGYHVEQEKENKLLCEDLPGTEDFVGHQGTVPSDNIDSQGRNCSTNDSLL
TCR act: Activators of T cell receptors: qHTS campaign | primary human leukocytes, anti-CD3, IL-2 HTRF, 48 h | 330,000 tested, under 10 active | Potency, µM (top dose mostly 9.22 µM), for the others: at the top dose activation of IL-2 secretion, most hits filed as activators | AID 504894, 2011; further: % of control where 0% means no effect
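Using a-CD3 beads without co-stimulation, primary human leukocytes were exposed to compounds for 48 hr. An HTRF IL-2 kit measured the cytokine, with europium-to-d2 energy transfer producing emission at 665nm upon 320nm excitation.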
TRPV1 agonist: HTS Assay for Compounds that Act as Agonists of the Vanilloid Receptor 1; AID 540275, 2011; activation, % at 8.33 µM; 320,000 compounds, 0.19% hits; TRPV1-expressing cells, Fluo-8 calcium influx, agonist mode; Transient receptor potential cation channel subfamily V member 1 (Homo sapiens), Q8NER1; in the data active means activation above about 80%; inconclusive means between about 30% and that limit; further: 0% is about no effect
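TRPV1-expressing cells were cultured overnight at 35.5C and loaded with Fluo-8 calcium dye for 40 to 90 min at room temperature. After a 10 s baseline, compound was added and calcium influx was read kinetically for 3 min (ex 480/em 520 nm).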
ELG1 repair inh: qHTS screen for small molecules that inhibit ELG1-dependent DNA repair in human embryonic kidney (HEK293T) cells expressing luciferase-tagged ELG1; 330,000 compounds, 2.3% hits; Potency, µM (highest dose often 46.1 µM), for inactives: top-dose activity change, negative = inhibition, hits mostly inhibitors; HEK293T ELG1-luciferase reporter, luminescence, 16 h; DNA damage induced by 5-fluorouridine; further: potency means the concentration at half of the fitted maximal effect; on the % scale 0 is the no-effect control and ±100 the full control effect; nearly all actives have a fitted effect of over 55% in size
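Overnight (16 hr) co-exposure of 2,000 cells/well to 5-fluorouridine and compound at 37 °C preceded detection. Luciferase was quantified via ONE-Glo luminescence; loss of signal denotes inhibition.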
CXXC DNA block: qHTS Fluorescence Polarization Assay for Inhibitors of MLL CXXC domain - DNA interaction. AID 2662, 2010. Potency, µM (doses to about 115 µM), without a hit: top-dose activity change, negative = inhibition, most hits filed as inhibitors. MLL-CXXC / FITC-HOXA9 DNA fluorescence polarization. 290,000 compounds, 0.037% hits. Histone-lysine N-methyltransferase 2A (Homo sapiens), Q03164; active means well fitted inhibition curve with a large enough effect in the polarisation, with a control signal flat, not every such curve was filed as active; inconclusive means small, poorly fitted or top-dose-only effect, or effect the other way, or a change in a side signal; inactive means no such curve, though single readings can be large or run the other way; the % refers to the polarisation; further: potency means the concentration at half of the fitted maximal effect
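Steps: dispense CXXC domain solution (7 uM) → pin compounds or unlabeled HOX-A9 DNA control → 5 min ambient → add FLSN-HOX-A9 solution (50 nM) → spin → 30 min ambient → fluorescence polarization. Tris pH 7.5/NaCl/DTT/BSA buffer.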
Starred values were filed as active, the others as inactive; u = inconclusive; x = not tested or not shown; & = joins results of further samples; [ ] = remark or other dose. Unless noted, the call rests on the fitted dose curve; in most records, active means well fitted curve in the direction sought with a large enough effect; inconclusive means small, poorly fitted or top-dose-only effect, or another doubt; inactive means no such curve, though single readings can be large; an effect the other way counts as inactive or inconclusive.

SMILES	TSG101-PTAP inh	BRCA1 expr act	A-T KAP1 phos	p53 reactivator	Integrin act MD	B2AR arrestin	TCR act	TRPV1 agonist	ELG1 repair inh	CXXC DNA block
COc1ccccc1NC(=O)COC(=O)CCC1CCCC1	1%	-1%	7%	15%	-21%	-0.4%	6%[46.1 µM]	x	7%	x
CCC(=O)c1ccc(OCC(=O)OCC(=O)N2CCc3ccccc3C2)cc1	-1%	6%	-1%	14%	1%	0.2%	-3%	3	12%	x
CCOCCCNC(=O)/C(C#N)=C/c1cc(Br)c(O)c(Br)c1	0%	-25%	-20%	3%	-47%[inhibitor]	0.2%	2%	0	u	-3%
O=C(O)CCCC(=O)N1N=C(c2ccco2)CC1c1ccco1 (centres undefined)	1%	4%	8%	x	36%	0.4%	8%	-6	12%	5%
COC(=O)CCN(c1ccccc1)S(=O)(=O)c1ccc(OC)cc1	-3%	-34%	-1%	24%	-14%	-0.2%	-2%	10	1%	9%
Cc1ccc2nc(SCC(=O)NC3CCS(=O)(=O)C3)[nH]c2c1 (centres undefined)	1%	-26%	-1%	5%	20%	-0.7%	x	x	8%	x
COC(=O)C1=NN(N=O)C2(CC(=O)N(c3cc(C)cc(C)c3)C2=O)C1 (centres undefined)	-8%	0%[1.84 µM]	4%	1%	17%	-0.3%	2%	0	13%	-17%
CC(C)(C)c1ccc2c(c1)N(CC(=O)N1CCOCC1)C(=O)CO2	x	-19%	-1%	8%	-2%	-0.5%	-2%	7	8%	18%
Cc1c(NC(=O)Nc2cc(F)c(F)cc2Cl)c(=O)n(-c2ccccc2)n1C	0%	14%	x	x	u	x	-5%	x	x	x
COc1ccc(CNC(=O)C(C)Sc2nc3ccccc3c(=O)n2CC2CCCO2)cc1 (centres undefined)	-4%	-6%	1%	-2%	-13%	0.0%	3%	1	3%	x
O=C(c1ccccc1-c1nc(-c2ccccc2Cl)no1)N1CCOCC1	-8%	-23%	0%	-4%	u	-1.1%	1%	8	0%	-5%
Cc1cc(Nc2ccc(F)cc2Cl)n2nc(C)nc2n1	0%	-2%	1%	-3%	-6%	0.0%	-4%	0	13%	2%
CNC(=O)c1c(NC(=O)c2cc(-c3cc(C)c(C)cc3O)n[nH]2)sc2c1CCCC2	-2%	-3%	-3%	-5%	9%	-0.1%	1%	-1	-11%	4%
O=C1NC(=S)SC1=Cc1ccc(F)cc1	-2%	72%	x	x	20%	x	-6%	x	x	x
COc1ccc(-c2noc3c2-c2nc(-c4cccc(C)c4)sc2CC3)cc1	-1%	0%	10%	19%	4%	0.3%	1%	1	-7%	3%
CCn1cc(CN2CCN(CCc3ccccc3)C(CCO)C2)c(C)n1 (centres undefined)	-4%	-14%	8%	-1%	13%	-0.3%	2%	-1	2%	-5%
Cc1ccc(C)c(S(=O)(=O)N2CCN(C(=O)CN3C(=O)C4CC=CCC4C3=O)CC2)c1 (centres undefined)	1%	-6%	-5%	7%	-11%	-0.4%	-5%	0	3%	x
CCCC[n+]1ccn(C2=C([O-])c3ccccc3C(=O)/C2=N\S(=O)(=O)c2ccc(Br)cc2)c1	u	-89%[inhibitor]	4%	-13%	-27%	2.8%	1%	13	-4%	1%
O=C(NCC1CCCO1)c1nn2cccnc2c1Cl (centres undefined)	0%	50%	4%	27%	-23%	-0.2%	4%	2	u	-4%
Cc1ccc2cc(C3C(C#N)=C(N)Oc4c3ccc3cccnc43)c(=O)[nH]c2c1 (centres undefined)	-4%	-95%[inhibitor]	6%	u	-14%	-0.1%	3%	0	-5%	1%
COc1ccc(/C=C2/SC(=S)N(c3ccc(S(=O)(=O)Nc4nccs4)cc3)C2=O)cc1	-3%	-8%	-6%	-1%	-19%	-0.6%	-1%	3	-19%	-2%
CC1(C)CC(=O)C2=C(C1)Nc1ccccc1NC2c1ccc(F)c(F)c1 (centres undefined)	-1%	-19%	-6%	x	-6%	-0.8%	6%	u	-7%	3%
N/C(=N\OC(=O)c1ccccc1)C(Cc1ccccc1)C(=O)NOC(=O)c1ccccc1 (centres undefined)	-4%	-62%	x	x	-33%	x	3%	x	x	x
Cc1nn(CC(=O)NCCN2CCCCCC2)c(=O)c2nn(-c3ccccc3)c(C)c12	-8%	-2%	-1%	2%	-2%	-0.1%	-11%	-1	13%	3%
CC1CN/C(=C\C(=O)c2ccc(Br)cc2)C(=O)N1 (centres undefined)	-2%	-11%	-2%	u	-8%	-0.5%	5%[46.1 µM]	7	u	12%
SMILES	TSG101-PTAP inh	BRCA1 expr act	A-T KAP1 phos	p53 reactivator	Integrin act MD	B2AR arrestin	TCR act	TRPV1 agonist	ELG1 repair inh	CXXC DNA block
O=S(=O)(c1ccc(NC2CCCc3ccccc32)nc1)N1CCOCC1 (centres undefined)	-2%	-7%	-2%	-10%	-6%	-0.3%	0%	5	-8%	0%
CC(C)(C)C1CCC(C(=O)NCC(c2cccs2)N2CCOCC2)CC1 (centres undefined)	-4%	-16%	11%	7%	37%	-0.4%	1%	10	2%	-5%
CC1(C)CC(=O)c2c(oc3ccc(NS(=O)(=O)c4ccc(C(=O)O)cc4)cc23)C1	5%	3%	7%	-5%	u	0.2%	11%	2	5%	-3%
CC(=O)O[C@]1(C(C)=O)CC[C@H]2[C@@H]3C=C(C)C4=CC(=O)CC[C@]4(C)[C@H]3CC[C@@]21C	-2%	-19%	11%	-2%	x	-0.2%&-0.4%	3%	4&15	-6%	4%&-2%
CCOC(=O)c1c(NC(=O)CSc2nnc(-c3ccc(C)cc3)o2)sc(C(C)=O)c1C	3%	2%	0%	3%	31%	-0.1%	8%	1	7%	-1%
Cc1sc2nc(SCC(=O)N(C)Cc3ccccc3)n(-c3ccccc3)c(=O)c2c1C	-1%	-32%	u	1%	-5%	0.1%	4%	-3	-1%	-8%
N=C(c1ccc([N+](=O)[O-])cc1)N1CCCCCC1	-3%	-17%	2%	-2%	-17%	0.0%	-1%	2	-1%	-7%
COCCCNC(=O)C1CCCN(S(C)(=O)=O)C1 (centres undefined)	-2%	-14%	2%	-10%	16%	-0.3%	1%[46.1 µM]	-5	18%	14%
CS(=O)(=O)NCCOc1ccc(S(=O)(=O)NCCOc2ccccc2)cc1	1%	0%	5%	-2%	-24%	-0.3%	4%	-1	-25%	3%
CC1CCCCC1NC(=O)CO/N=C/c1ccccc1OC(F)F (centres undefined)	-2%	-5%	-5%	-14%	-14%	0.2%	-2%[46.1 µM]	6	6%	10%
O=C(O)c1cccc(-n2cc(-c3cccc(C(F)(F)F)c3)cn2)c1	-2%	u	4%	x	9%	0.0%	1%	2	u	2%
Cc1ccc(CN2C(=O)N/C(=C/c3ccc4c(c3)n(C)c(=O)n4C)C2=O)cc1	x	x	1%	-9%	x	0.1%	x	-5	u	0%
CCN(CC)S(=O)(=O)c1ccc(N(C)Cc2cccnc2)nc1	0%	-25%	3%	-6%	10%	0.3%	-10%	7	-2%	-6%
CC(=O)Nc1ccc(Oc2nc(-c3ccccn3)nc3ccccc23)cc1	1%	-56%	-1%	7%	-22%	0.4%	2%	2	u	-8%
COc1ccc(NC(=O)CN(C)C(=O)c2csc3c2CCCC3)cc1	-4%	-49%	0%	0%	22%	-0.1%	0%	0	3%	x
CCOC(=O)c1nn(C)c(=S)n(C)c1=O	-5%	-30%	x	x	12%	x	6%	x	x	x
N#Cc1ccc(C(=O)N(Cc2ccco2)c2c(N)n(Cc3ccccc3)c(=O)[nH]c2=O)cc1	-6%	-14%	-12%	-7%	21%	0.2%	7%	0	-2%	x
Cc1nn(C(C)c2nc(-c3ccccc3)no2)c(C)c1[N+](=O)[O-] (centres undefined)	-6%	-32%	0%	-1%	11%	-0.3%	-8%	2	16%	-12%
COc1ccc(CCN2C(=O)CSC2=Nc2ccc(C)cc2C)cc1OC	-2%	-8%	-1%	0%	-1%	-0.4%	-55%	5	u	0%
CC(C)NC(=O)C(=O)NNC(=O)CCc1ccccc1	-2%	15%	4%[11.5 µM]	-1%	11%	0.3%	0%	2	-3%	7%
COc1ccc(C2=NN(C(N)=S)C(c3ccccc3)C2)cc1 (centres undefined)	1%	61%	-1%	1%	-16%	0.5%	-5%	6	u	7%
CCOc1ccc(-c2nc(-c3cccnc3)no2)cc1	-1%	20%	7%	u	6%	-1.0%	4%[46.1 µM]	2	u	7%
